HDAC3 inh: inhibitors of human histone deacetylase 3; inhibition, % at 8.3 µM; O15379; recombinant HDAC3, fluorogenic peptide/trypsin coupled, fluorescence; 320,000 tested, 0.15% active; AID 2718; in the data active = inhibition above about 26%, passing the limit was not always enough
MrgX1 antag: human MrgX1 receptor antagonism, primary screen; Q96LB2; MRGX1-HEK293 calcium flux, Fluo-4, BAM8-22 antagonism; stronger effect = lower value; B-score at 10 µM; 310,000 tested, 1.3% active; AID 588676;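 active = calcium-response B-score plate-corrected more than 3 library SD below zero, starting fluorescence within 5 deviations, no agonist response on first addition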;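 note: peak minus trough fluorescence over baseline after final BAM8-22 challenge near maximal dose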
RGS4 act: potentiators or activators of RGS4; 310,000 tested, 0.92% active; AID 463111; HEK293 M3R/inducible RGS4, carbachol calcium flux Fluo4; stronger effect = lower value; B-score at 10 µM;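 active = B-score of the integrated calcium signal more than 4 SD below the library mean, with starting fluorescence not abnormally high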;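 note: negative B-score means reduced calcium response which marks RGS4 activation or potentiation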
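Assay system: Inducible-RGS4 HEK293 cells carrying M3 receptor | Schedule: Compound preincubation 20 min at room temperature before agonist | Signal: Kinetic calcium fluorescence imaging with Fluo4-AM dye, 2 µM | Read-out basis: B score from integrated fluorescence ratio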
MrgX1 ag: agonists of human MrgX1 receptor; MrgX1-HEK293 cells, Fluo-4 calcium fluorescence, agonist mode; stronger effect = higher value; 310,000 tested, 0.44% active; Q96LB2; B-score at 10 µM;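 active = calcium response B-score plate-corrected fluorescence ratio at least 3 library SD, with starting fluorescence B-score inside 5 SD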
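Material – MrgX1-expressing HEK293 cells · Input – 15,000 cells seeded per well · Dosing – compound as first of three additions · Times – overnight seeding, then 1 h dark dye loading · Measured by – kinetic Fluo-4 NW fluorescence of intracellular calcium · Read-out – B-scored fluorescence response ratio · Benchmarks – positive and negative control wells on each plate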
TRPC6 inhibitor: mouse TRPC6 channel inhibition; Q61143; HEK293-TRPC6, membrane potential dye, ACh-evoked depolarization; stronger effect = lower value; B-score at 10 µM; 310,000 tested, 1.1% active; AID 2553;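 active = B-score under library mean minus 3 SD, initial fluorescence not abnormally high, positive integrated signal ratio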;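 note: B-score derived from integrated fluorescence ratio over the kinetic read; more negative B-score means stronger inhibition of depolarization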
Target sequence (Q61143 whole entry, looked up): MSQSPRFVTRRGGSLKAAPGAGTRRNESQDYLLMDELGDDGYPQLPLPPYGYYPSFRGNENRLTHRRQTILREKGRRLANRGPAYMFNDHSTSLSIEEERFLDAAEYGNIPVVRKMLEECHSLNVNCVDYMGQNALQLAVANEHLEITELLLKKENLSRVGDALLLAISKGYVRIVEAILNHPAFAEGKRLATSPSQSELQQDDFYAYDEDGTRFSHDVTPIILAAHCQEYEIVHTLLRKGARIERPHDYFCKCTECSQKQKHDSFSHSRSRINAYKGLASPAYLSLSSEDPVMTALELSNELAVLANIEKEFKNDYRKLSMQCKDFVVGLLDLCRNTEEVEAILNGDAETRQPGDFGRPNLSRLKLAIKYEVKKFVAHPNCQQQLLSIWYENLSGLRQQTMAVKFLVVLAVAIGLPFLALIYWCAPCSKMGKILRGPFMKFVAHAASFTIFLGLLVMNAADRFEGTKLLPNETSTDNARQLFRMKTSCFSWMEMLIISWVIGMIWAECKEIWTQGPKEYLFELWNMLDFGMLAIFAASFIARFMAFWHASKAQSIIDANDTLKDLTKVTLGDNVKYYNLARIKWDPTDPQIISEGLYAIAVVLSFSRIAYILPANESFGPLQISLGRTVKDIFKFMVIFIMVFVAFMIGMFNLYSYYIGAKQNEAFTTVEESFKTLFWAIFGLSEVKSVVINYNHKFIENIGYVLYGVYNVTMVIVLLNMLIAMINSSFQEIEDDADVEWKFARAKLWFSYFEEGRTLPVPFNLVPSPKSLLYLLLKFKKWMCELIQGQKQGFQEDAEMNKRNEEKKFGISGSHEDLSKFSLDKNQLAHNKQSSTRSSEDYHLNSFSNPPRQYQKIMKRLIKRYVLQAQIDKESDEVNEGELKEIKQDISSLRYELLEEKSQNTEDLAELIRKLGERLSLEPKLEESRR
TRPC6 activator: activates the mouse TRPC6 cation channel. 310,000 tested, 0.13% active. Q61143. B-score at 10 µM. HEK293-TRPC6 membrane potential dye fluorescence; stronger effect = higher value;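 active = B-score of the integrated fluorescence ratio above library mean plus 3 SD, and starting fluorescence ratio within library mean plus 5 SD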;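 note: higher score means more depolarization so channel activation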
SKKanGAS inh: SKKanGAS growth inhibition | S. pyogenes SKKanGAS, kanamycin growth, BacTiter-Glo, 6 h | inhibition, % at 7.5 µM | 300,000 tested, 1.3% active;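 active = mean replicate score, as percent of positive control median, at least 50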;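 note: strain carries kanamycin resistance gene driven by streptokinase promoter and grows in 40 µg/ml kanamycin; loss of luminescence reflects streptokinase promoter inhibition or plain growth inhibition; 0% = median of DMSO wells and 100% = positive control at its reference dose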
TMEM16A inh: blocks the mouse calcium-activated chloride channel TMEM16A; Q8BHY3; HEK293 TMEM16A/YFP iodide influx fluorescence, ionomycin; normalized B-score (activity score, 25-100; higher = stronger inhibition) at 10 µM; 310,000 tested, 1.2% active;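 active = ratio plate-corrected score three or more library SD toward inhibition, starting fluorescence score within five deviations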;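 note: score derived from kinetic fluorescence span divided by baseline fluorescence per well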
MrgX1 PAM: human MrgX1 positive allosteric modulation, primary screen; Q96LB2; MrgX1-HEK293, Fluo-4 calcium flux, FDSS; stronger effect = higher value; B-score at 10 µM; 310,000 tested, 0.63% active; AID 588675;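 active = plate-corrected calcium response at least 3 library SD above typical, normal starting fluorescence, not activating the receptor alone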;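 note: compound read alongside a low EC10 to EC30 dose of BAM8-22 agonist; peak minus trough fluorescence over baseline measured at the second addition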
RGS4 block: inhibitors of human RGS4; P49798; HEK293 M3R/RGS4 inducible, Fluo-4 calcium flux; stronger effect = higher value; triggered by carbachol at its EC20; B-score at 10 µM; 310,000 tested, 0.45% active; AID 463165;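 active = B-score, a plate-corrected calcium signal, over three deviations above library mean, with baseline fluorescence within five deviations of library mean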;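 note: RGS4 expression induced by doxycycline in cells with stable M3 receptor; B-score is computed from the integrated fluorescence ratio over baseline after carbachol; higher B-score means a larger calcium signal and so more RGS4 inhibition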
Target sequence (P49798 whole entry, looked up): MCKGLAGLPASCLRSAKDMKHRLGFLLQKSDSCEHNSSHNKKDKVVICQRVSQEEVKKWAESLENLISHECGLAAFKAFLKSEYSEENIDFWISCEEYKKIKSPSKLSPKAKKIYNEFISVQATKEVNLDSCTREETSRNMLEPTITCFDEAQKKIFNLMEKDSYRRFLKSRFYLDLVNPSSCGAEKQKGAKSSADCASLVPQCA
ANO1 activ: activates or potentiates the mouse TMEM16A chloride channel | Q8BHY3 | HEK293 TMEM16A/YFP-H148Q/I152L, iodide quench fluorescence; stronger effect = lower value | B-score at 10 µM | 340,000 tested, 0.3% active | AID 623877;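 active = fluorescence-ratio B-score plate-corrected deviation score at least 3 library SD below zero, with starting fluorescence score within 5 deviations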;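 note: channel opened by trigger with iodide after compound preincubation; score built on the fluorescence ratio of max minus min over baseline; more negative score means more quench and so TMEM16A activation or potentiation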
Starred values were filed as active, the others as inactive; i = inactive; . = not tested or not shown.

SMILES	HDAC3 inh	MrgX1 antag	RGS4 act	MrgX1 ag	TRPC6 inhibitor	TRPC6 activator	SKKanGAS inh	TMEM16A inh	MrgX1 PAM	RGS4 block	ANO1 activ
COc1cc(NC(=O)c2ccc(=O)[nH]n2)cc(OC)c1OC	8.1	i	i	i	i	i	0.7	i	i	i	i
CC(OC(=O)c1ccccc1Br)C(=O)Nc1nc(-c2cccc([N+](=O)[O-])c2)cs1 (centres undefined)	4.7	-5.51*	i	i	i	i	12.6	i	i	i	i
CC(C)c1ccc2[nH]c(O)c(N=NC(=O)c3cccc(S(=O)(=O)N4CCCCC4)c3)c2c1	11.4	i	i	i	i	i	106.7*	i	i	i	i
CCn1c(C)c(C(C)=O)c(N2CCN(C(=O)c3ccco3)CC2)nc1=S	3.9	i	i	i	i	i	-6.0	i	i	i	i
C=CCn1c(SCC(=O)NCc2ccco2)nnc1C1CCCCC1	-0.6	i	i	i	i	i	3.8	i	i	i	i
CC(C)C(NC(=O)CN1C(=O)c2ccccc2S1(=O)=O)C(C)C	3.5	i	i	i	i	i	-4.4	i	i	i	i
Cc1nnc(SCc2cccs2)[nH]c1=O	-3.4	i	i	i	i	i	0.8	i	i	i	i
Cc1cc(NC(=O)c2cccc(S(=O)(=O)N(C)C)c2)n(-c2ccccn2)n1	-3.5	i	i	i	i	i	8.7	i	i	i	i
CCn1c(=O)n(CC)c2cc(NC(=O)CSc3ccc([N+](=O)[O-])cn3)ccc21	-0.5	i	i	i	i	i	0.1	i	i	i	i
O=C(COc1ccccc1)N=C1SC2CS(=O)(=O)CC2N1c1ccc(F)cc1 (centres undefined)	4.6	i	i	i	i	i	-4.3	i	i	i	i
CCOc1ccc(S(=O)(=O)NCCC(=O)N2CCCCCCC2)cc1	.	i	i	i	i	i	7.0	i	i	i	i
COc1cc2c(cc1OC)C(c1cccnc1)CC(=O)N2 (centres undefined)	6.0	i	i	i	i	i	-1.3	i	i	i	i
CCCOC(=O)Nc1ccc(S(=O)(=O)Nn2cnnc2)cc1	0.8	i	i	i	i	i	0.4	i	i	i	i
COc1ccc(C(=O)Nc2ccnn2C2CCN(Cc3cnn(C)c3)CC2)cc1	7.2	i	i	i	i	i	-5.0	i	i	i	i
O=C(NCCc1ccccc1)c1ccc(NC2=NC3CS(=O)(=O)CC3S2)cc1 (centres undefined)	8.4	i	i	i	i	i	-3.4	i	i	i	i
COC(=O)c1ccccc1NC(=O)c1cccnc1	-7.1	i	i	i	i	i	5.2	i	i	i	i
CC(Oc1ccccc1)C(=O)NC1CCN(Cc2ccccc2)CC1 (centres undefined)	-0.3	i	-8.26*	i	i	i	-9.2	i	i	i	i
CC(c1ccco1)N(C(=O)c1ccc(Cl)c([N+](=O)[O-])c1)c1ccccn1 (centres undefined)	-4.2	i	i	i	i	i	-2.2	i	i	i	i
COc1ccc(-c2noc(CN(C)C(=O)c3ccc4c(c3)OCO4)n2)cc1	-0.1	i	i	i	i	i	-5.8	i	i	i	i
O=C(NCCO)Nc1ccc2nsnc2c1	-7.1	i	i	i	i	i	-6.7	i	i	i	i
O=C(c1cc(-c2ccc(O)cc2)on1)N1CCCc2ccccc21	-6.5	i	i	i	i	i	-7.4	i	i	i	i
COc1ccc(Nc2nc(-c3cccc(OC)c3O)nc3ccccc23)cc1	11.2	i	-7.6*	i	i	i	38.4	i	i	i	i
O=C(Nc1ccccn1)c1cc(-c2cccc(Cl)c2)nc2ccccc12	-0.6	i	i	i	i	i	1.6	i	i	i	i
COc1ccc(CCNc2ccc(S(=O)(=O)N3CCCC3)cc2[N+](=O)[O-])cc1	-1.7	i	i	i	i	i	5.6	i	i	i	i
CCCOc1ccccc1N/C(=N\S(=O)(=O)c1ccc(C)cc1)Nc1nc(C)cc(C)n1	-0.3	i	i	i	i	i	19.1	i	i	i	i
O=C(Nc1nc2ccc(S(=O)(=O)N3CCCC3)cc2s1)c1ccccn1	3.4	i	i	i	i	i	28.4	i	i	i	i
O=C(COc1ccc2ccccc2c1)Nc1nc2ccccc2[nH]1	-5.2	i	.	i	.	.	.	i	i	.	i
Cc1cc(C)c(OCC(O)CN2CCN(C(=O)c3ccccc3)CC2)c(C)c1 (centres undefined)	-3.0	i	i	i	i	i	-2.6	i	i	i	i
CCCCOc1ccc2c(c1)C(=O)c1cc(O)ccc1-2	-3.3	i	i	i	i	i	19.9	i	i	i	i
Cc1ccc(C(=O)NCc2occc2C(=O)O)o1	0.2	i	i	i	i	i	-9.0	i	i	i	i
CC(C)Cc1nn2c(=O)cc(O)nc2s1	-3.5	i	i	i	i	i	4.3	i	i	i	i
COc1ccccc1CCNCc1ccc(OC)c(OCc2ccccc2)c1	4.6	i	i	i	i	i	-2.4	i	i	i	i
Cc1cc[n+](CC(=O)Nc2cccc(C)c2)cc1	3.6	i	i	i	i	i	2.3	i	i	i	i
CCc1nc2ccc(C(=O)NC3CCC(C)CC3)cc2nc1CC (centres undefined)	3.5	i	i	i	i	i	6.5	i	i	i	i
COc1ccccc1C(=O)NCCC(=O)NNC(=O)c1ccccc1O	-6.6	i	i	i	i	i	-4.3	i	i	i	i
O=C1CNC(=S)N1Cc1ccccc1	6.1	i	i	i	i	i	-3.6	i	i	i	i
O=C(CSc1nnc(SCc2ccccc2)s1)N/N=C/C=C/c1ccco1	13.1	i	i	i	i	i	-8.3	i	i	i	i
O=C(Nc1cccc(N2CCCC2)c1)c1cccs1	0.9	i	i	i	i	i	1.4	i	i	i	i
COc1ccccc1N(CC(=O)Nc1ccc(S(=O)(=O)N2CCCCC2)cc1)S(C)(=O)=O	-2.8	i	i	i	i	i	3.3	i	i	i	i
Cc1nonc1C(=O)N/N=C/c1ccc(O)c(O)c1	1.5	i	i	i	i	i	-6.1	i	i	i	i
COc1cc(C(=O)Nc2ccc3c(c2)C(=O)c2ccccc2C3=O)cc(OC)c1OC	-6.0	i	i	i	i	i	2.0	i	i	i	i
O=C(N/N=C(/c1ccccc1)c1ccncc1)c1ccc2c(c1)OCO2	6.8	i	i	i	i	i	-5.3	i	i	i	i
CC(=O)N(CN1C(=O)c2ccc([N+](=O)[O-])cc2C1=O)c1cccc(C(=O)O)c1	.	i	i	i	i	i	3.8	i	i	i	i
O=C(CSc1nnc(CNc2ccc(F)cc2)n1Cc1ccco1)N1CCCC1	2.6	i	i	i	i	i	-6.3	25*	i	i	i
O=C(NC1CC1)C1=C[C@@H](c2ccc3c(c2)OCO3)C[C@@H](OCCCCO)O1	-3.4	i	i	i	i	i	0.2	i	i	i	i
CCC(C)(CC(=O)N(C)CCC#N)c1ccccc1 (centres undefined)	-4.7	i	i	i	i	i	-3.3	i	i	i	i
O=C(COC(=O)CCSc1ccc(Cl)cc1)NCc1ccc(Cl)cc1	2.9	i	i	i	i	i	-15.7	i	i	i	i
COc1ccc(CNC(C)C23CC4CC(CC(C4)C2)C3)c(OC)c1OC (centres undefined)	-4.5	i	i	i	-8.05*	i	1.3	i	i	i	i
CCCCCC(=O)Nc1ccc(-c2csc(N)n2)cc1	-1.7	i	i	i	i	i	7.3	i	i	i	i
CC(C)n1c(CN(C)Cc2ccccc2)nc2c1c(=O)n(C)c(=O)n2C	-2.8	i	i	i	i	i	7.7	i	7.82*	i	.
CCOc1ccc(NC(=O)C2CCCN(S(=O)(=O)c3c(C)nn(C)c3C)C2)cc1 (centres undefined)	-1.1	i	i	i	i	i	-4.1	i	i	i	i
COc1cc(C(=O)Oc2ccccc2)ccc1OCc1c(C)noc1C	1.3	-5.96*	i	i	i	i	7.0	i	i	i	i
COc1ccc(C=O)cc1COc1ccc([N+](=O)[O-])c(C)c1	8.7	i	i	i	i	i	-5.9	i	i	i	i
CCN(CC)c1ccc(NC(=O)CN2CCN(c3ccccn3)CC2)cc1	5.7	i	i	i	i	i	-4.3	i	i	i	i
CCOC(=O)c1sc2nc(C)[nH]c(=O)c2c1C	2.3	i	i	i	i	i	11.8	i	i	i	i
COC(=O)C1CCCN1S(=O)(=O)c1ccc([N+](=O)[O-])cc1 (centres undefined)	-2.1	i	i	i	i	i	0.4	i	i	i	i
COc1ccc(NC(=O)C2CCN(C(=O)C3CC(=O)N(c4ccc(C)cc4)C3)CC2)c(OC)c1 (centres undefined)	-1.2	i	i	i	i	i	3.1	i	i	i	i
Cc1ccccc1-c1ccccc1N	1.9	i	i	i	i	i	9.4	i	i	i	i
NC(=S)NN=C1c2ccccc2-c2ccccc21	9.7	i	i	i	i	i	3.8	i	i	i	i
CC(=O)N1c2ccccc2N(Cc2ccc([N+](=O)[O-])cc2)C(=O)C1(C)C	-5.0	i	i	i	i	i	-2.2	i	i	i	i
Later entries.
SMILES	HDAC3 inh	MrgX1 antag	RGS4 act	MrgX1 ag	TRPC6 inhibitor	TRPC6 activator	SKKanGAS inh	TMEM16A inh	MrgX1 PAM	RGS4 block	ANO1 activ
O=c1c2cn[nH]c2[nH]c(=S)n1-c1ccccc1F	9.3	i	i	i	i	i	-7.6	i	i	i	i
CN(C)c1cc[n+](CC(=O)c2ccc(-c3ccccc3)cc2)cc1	0.7	i	i	i	-7.68*	i	-8.6	i	i	i	i
CC1Cc2ccccc2N1Cc1nc2scc(-c3cccs3)c2c(=O)[nH]1 (centres undefined)	3.0	i	i	i	i	i	10.5	i	i	9.3*	i
CCC(c1nc2ccccc2c(=O)n1-c1nc2ccccc2s1)N1C(=O)c2ccccc2C1=O (centres undefined)	9.9	i	i	i	i	i	0.3	i	i	i	i
Cc1ccc(/C=N/N=C2/NC(=O)C(CC(=O)Nc3ccc(Cl)cc3)S2)o1 (centres undefined)	3.8	i	i	i	i	i	3.7	i	i	i	i
CC(CCc1ccc(O)cc1)NCCC(c1ccccc1)c1ccccc1 (centres undefined)	-0.9	i	i	i	i	i	3.4	i	i	i	i
N#Cc1cc2ccccc2nc1SCc1cccnc1	.	i	i	i	i	i	3.0	i	i	i	.
Cc1nc(CN(C)C(=O)c2ccccc2OC2CCN(S(C)(=O)=O)CC2)cs1	-4.4	i	i	i	i	i	5.1	i	i	i	i
Cc1cc(-n2cnnn2)cc(C)c1S(=O)(=O)N(C)c1ccccc1	-0.8	i	i	i	i	i	-9.7	i	i	i	i
CCOC(=O)c1c(C)oc2cc(Cl)c(O)c(CN(C)C)c12	-3.5	i	i	i	i	i	2.1	i	i	i	i
COc1cc(/C=N/NC(=O)c2ccc(COc3ccccc3Cl)o2)cc(Br)c1O	-4.4	i	i	i	i	i	7.2	i	i	i	i

Bioassay records deposited in PubChem by several laboratories.
